# TMEM16A inh: mouse TMEM16A channel inhibition, primary screen; normalized B-score (activity score, 25-100; higher = stronger inhibition) at 10 µM; HEK293 TMEM16A/YFP iodide influx fluorescence, ionomycin; AID 588511; 310,000 compounds, 1.2% hits; Q8BHY3;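 active = ratio plate-corrected score three or more library SD toward inhibition, starting fluorescence score within five deviations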;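 note: score derived from kinetic fluorescence span divided by baseline fluorescence per well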
# Target sequence (Q8BHY3 whole entry, looked up): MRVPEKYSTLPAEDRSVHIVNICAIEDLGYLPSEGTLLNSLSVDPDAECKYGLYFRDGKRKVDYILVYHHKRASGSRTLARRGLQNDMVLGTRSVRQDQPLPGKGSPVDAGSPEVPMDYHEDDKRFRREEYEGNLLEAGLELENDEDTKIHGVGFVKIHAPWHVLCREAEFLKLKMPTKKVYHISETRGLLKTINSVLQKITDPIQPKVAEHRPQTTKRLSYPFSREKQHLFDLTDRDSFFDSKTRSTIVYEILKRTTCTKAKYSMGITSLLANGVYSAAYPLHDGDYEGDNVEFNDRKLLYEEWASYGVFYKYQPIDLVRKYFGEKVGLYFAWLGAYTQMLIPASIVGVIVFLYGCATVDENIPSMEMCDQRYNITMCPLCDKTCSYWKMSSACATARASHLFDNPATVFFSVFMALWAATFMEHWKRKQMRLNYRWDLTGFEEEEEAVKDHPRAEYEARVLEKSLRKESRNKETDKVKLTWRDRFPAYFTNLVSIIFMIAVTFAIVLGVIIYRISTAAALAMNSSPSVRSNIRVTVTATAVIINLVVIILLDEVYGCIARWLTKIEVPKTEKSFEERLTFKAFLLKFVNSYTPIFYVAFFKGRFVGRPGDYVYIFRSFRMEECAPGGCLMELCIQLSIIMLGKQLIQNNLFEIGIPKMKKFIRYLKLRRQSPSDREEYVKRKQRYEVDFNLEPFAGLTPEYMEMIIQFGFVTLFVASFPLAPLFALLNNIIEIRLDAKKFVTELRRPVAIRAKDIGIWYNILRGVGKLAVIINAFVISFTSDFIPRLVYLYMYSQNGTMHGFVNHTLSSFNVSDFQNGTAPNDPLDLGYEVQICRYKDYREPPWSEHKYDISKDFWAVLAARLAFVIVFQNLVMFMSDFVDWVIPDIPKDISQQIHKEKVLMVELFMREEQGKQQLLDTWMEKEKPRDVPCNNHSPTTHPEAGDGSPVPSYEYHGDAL
# KCNK9 inh: blocks the human KCNK9 two-pore domain potassium channel. Q9NPC2. HEK293 KCNK9, FluxOR thallium flux fluorescence; hits give low values. B-score at 10 µM. 310,000 compounds, 1.2% hits. AID 488922;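 active = ratio B-score over 3 SD below the library mean, with starting fluorescence within 5 SD of its mean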;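 note: negative B-score means less thallium flux so channel inhibition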
# hERG protect: hERG (human) protection from proarrhythmic block; Q12809; CHO-hERG, FluxOR thallium flux, dofetilide IC70 present; activation (rescue from dofetilide block), less the hit threshold, % at 10 µM; 310,000 compounds, 0.51% hits;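 active = activation above the mean of controls blocked by dofetilide plus 5 SD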;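 note: thallium influx through hERG after potassium depolarization seen as dye fluorescence rise; in these data hits start at about 4.7%; inactives centre near -7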
# KCNK3 inh: human KCNK3 channel inhibition, primary screen. 340,000 compounds, 0.84% hits. B-score at 10 µM. CHO-KCNK3 thallium flux, FluxOR fluorescence; hits give low values;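 active = B-score under library mean minus 4 SD, starting fluorescence ratio at most library mean plus 5 SD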;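 note: more negative B-score means stronger inhibition of thallium flux through KCNK3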
# RGS4 pot: potentiators or activators of RGS4 | B-score at 10 µM | HEK293 M3R/inducible RGS4, carbachol calcium flux Fluo4; hits give low values | AID 463111 | 310,000 compounds, 0.92% hits;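 active = B-score of the integrated calcium signal more than 4 SD below the library mean, with starting fluorescence not abnormally high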;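 note: negative B-score means reduced calcium response which marks RGS4 activation or potentiation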
#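 Detection: kinetic calcium fluorescence imaging with Fluo4-AM dye, 2 µM / Material: HEK293 cells with stable M3R and inducible RGS4 / Schedule: recording 10 s baseline at 1 Hz, 100 s post-agonist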
# KCNQ1 pot: potentiates or activates the human KCNQ1 potassium channel. P51787. CHO-K1 KCNQ1, thallium flux FluxOR fluorescence; hits give high values. B-score at 10 µM. 310,000 compounds, 0.35% hits. AID 2648;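 active = fluorescence ratio B-score, a plate-corrected score, at least three library SD, with initial intensity B-score within 5 SD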
#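 Assay system: stable KCNQ1 CHO-K1 line; medium: assay buffer, equal DMSO in all wells; timing: 90 min dye loading and 20 min compound exposure, both at room temperature; technique: kinetic FluxOR thallium fluorescence, 10-s 1-Hz baseline, 110-s post-stimulus read; read-out basis: B score of baseline-normalized fluorescence ratio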
# KCNQ1 inh: inhibitors of human KCNQ1 potassium channel | P51787 | CHO-K1 KCNQ1, FluxOR thallium flux fluorescence; hits give high values | B-score at 10 µM | 310,000 compounds, 1.3% hits | AID 2642;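 active = compounds whose thallium flux B-score, printed positive for inhibition, exceeds three library SD while starting fluorescence stays within three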;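 note: channel opened by potassium depolarization with thallium stimulus after 20 min compound exposure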
# HDAC3 inhib: human HDAC3 inhibition. inhibition, % at 8.3 µM. O15379. AID 2718. 320,000 compounds, 0.15% hits. recombinant HDAC3, fluorogenic peptide/trypsin coupled, fluorescence; in the data active = inhibition above about 26%, passing the limit was not always enough
# SKKanGAS inh: blocks kanamycin growth of S. pyogenes SKKanGAS strain; 300,000 compounds, 1.3% hits; BacTiter-Glo, 6 h; inhibition, % at 7.5 µM;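 active = mean replicate score, as percent of positive control median, at least 50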;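 note: strain carries kanamycin resistance gene driven by streptokinase promoter and grows in 40 µg/ml kanamycin; loss of luminescence reflects streptokinase promoter inhibition or plain growth inhibition; 0% = median of DMSO wells and 100% = positive control at its reference dose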
# RGS4 inh: inhibitors of human RGS4; B-score at 10 µM; HEK293 M3R/RGS4 inducible, Fluo-4 calcium flux; hits give high values; triggered by carbachol at its EC20; P49798; 310,000 compounds, 0.45% hits;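 active = B-score, a plate-corrected calcium signal, over three deviations above library mean, with baseline fluorescence within five deviations of library mean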;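 note: RGS4 expression induced by doxycycline in cells with stable M3 receptor; B-score is computed from the integrated fluorescence ratio over baseline after carbachol; higher B-score means a larger calcium signal and so more RGS4 inhibition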
# ANO1 activ: activators or potentiators of mouse TMEM16A chloride channel | Q8BHY3 | 340,000 compounds, 0.3% hits | B-score at 10 µM | HEK293 TMEM16A/YFP-H148Q/I152L, iodide quench fluorescence; hits give low values;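 active = fluorescence-ratio B-score plate-corrected deviation score at least 3 library SD below zero, with starting fluorescence score within 5 deviations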;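 note: channel opened by trigger with iodide after compound preincubation; score built on the fluorescence ratio of max minus min over baseline; more negative score means more quench and so TMEM16A activation or potentiation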
# * marks the source's active call; other numbers are inactive results; i = inactive; / = not tested or not shown.
SMILES,TMEM16A inh,KCNK9 inh,hERG protect,KCNK3 inh,RGS4 pot,KCNQ1 pot,KCNQ1 inh,HDAC3 inhib,SKKanGAS inh,RGS4 inh,ANO1 activ
Fc1ccc2c(Cl)c(-c3nnc(-c4cccs4)o3)sc2c1,i,i,-10.4,i,i,i,i,-7.7,-2.9,i,i
CCSc1cc(Cl)nc(N)n1,i,i,-7.9,i,i,i,i,1.5,-3.7,i,i
CC(C)c1ccc(N(CC(=O)NC2CCCC2)C(=O)CCC(=O)Nc2ccccn2)cc1,i,i,-3.9,i,i,i,i,1.6,-2.9,i,i
COc1ccc(C2(CCN)CC(C)N(C)CC2C)cc1 (stereo not given),i,i,-6.8,i,i,i,i,-6.9,0.1,i,i
COCCNC(=O)C(c1ccccc1)N(C(=O)Cn1nnc2ccccc21)c1cccnc1 (stereo not given),i,i,-6.6,i,i,i,i,9.5,3.3,i,i
O=C(c1ccco1)N1CCN(Cc2nnc(-c3cccc(Br)c3)o2)CC1,i,i,-8.1,i,i,i,i,-4.4,-13.7,i,i
COc1ccc(CNC(=O)CCCNC(=O)c2ccc(Cl)cc2)cc1OC,i,i,-6.2,i,i,i,i,8.3,-0.1,i,i
COc1cccc(CN2CCNC(=O)C2CC(=O)N(C)CCC2CCOCC2)c1 (stereo not given),i,i,-10.5,i,i,i,i,-2.0,-0.2,i,i
Cc1oc2ncnc(N)c2c1C,i,i,-9.7,i,i,i,i,-6.6,3.7,i,i
Cc1cc(=O)oc2c3c(cc(OCC(=O)N[C@@H](CC(C)C)C(=O)O)c12)OC(C)(C)CC3,i,i,0.2,i,i,i,i,-48.4,10.6,i,i
COc1cc(NC(=O)c2nn(C)c3c2CS(=O)(=O)c2ccccc2-3)cc(OC)c1,i,i,-8.5,i,i,i,i,10.4,3.3,i,i
COc1cccc(C(C(=O)NC(C)(C)C)N(Cc2ccc(C)cc2)C(=O)CCC(=O)Nc2cc(C)on2)c1OC (stereo not given),i,i,-3.7,i,i,i,i,2.7,-3.6,i,i
O=C(Cc1ccc(Cl)cc1)Nc1ncc([N+](=O)[O-])s1,/,i,-4.5,i,i,i,i,/,-10.1,i,-41.7*
CC(C)(C)c1cc(CCC(=O)Nc2ccncc2)cc(C(C)(C)C)c1O,i,i,-16.2,i,i,i,i,6.5,2.0,i,i
CC(C)C(C)NC(=O)COc1ccc(Sc2ccc(OCC(=O)NC(C)C(C)C)cc2)cc1 (stereo not given),i,i,-9.3,i,i,i,i,-2.3,13.8,i,i
Cc1ccccc1CC(=O)Nc1ccc2c(C)cc(=O)oc2c1,i,i,-8.1,i,i,i,i,-11.7,2.3,i,i
COc1ccc(/C=N/n2cnc3c([nH]c4ccc(C)cc43)c2=O)cc1CN1CCCC1,i,i,-8.7,i,i,i,i,2.5,25.7,i,i
CN1C(=O)c2cccc3c(S(=O)(=O)NCc4ccco4)ccc1c23,i,i,-10.4,i,i,i,i,-5.0,10.6,i,i
Cc1cc(C(=O)NCCCN2CCN(C3CCCCC3)CC2)n(-c2ccccc2)n1,i,i,-4.5,i,i,i,i,-5.5,-1.1,i,i
O=C(C1CC(=O)N(c2ccc3c(c2)OCCO3)C1)N1CCCC(C(F)(F)F)C1 (stereo not given),i,i,-8.0,i,i,i,i,-6.4,1.0,i,i
COc1cc(-c2cc(-c3ccccc3)nc(SCC(=O)O)c2C#N)cc(OC)c1OC,i,i,-7.9,i,i,i,i,3.3,25.2,i,i
CCCc1nnc(NC(=O)CCC(=O)NC2CCCc3ccccc32)s1 (stereo not given),i,i,-3.6,i,i,i,i,4.1,-2.0,i,i
Cc1onc(-c2c(Cl)cccc2Cl)c1C(=O)NCc1ccco1,i,i,-8.2,i,i,i,i,1.1,-2.8,i,i
Cc1cc(O)cc(C)c1Cl,i,i,-3.4,i,i,i,i,-2.2,-4.6,i,i
Cc1ccc(Cl)cc1NC(=O)[C@@H]1CCC(=O)N1C1OC(=O)c2ccccc21 (stereo not given in full),i,i,-5.8,i,i,i,i,5.0,3.2,i,i
COc1ccccc1OCC(=O)Nc1ccc(Cl)cc1,i,i,-5.3,i,i,i,i,7.2,4.2,i,i
CCC(=O)c1c[nH]c(C(=O)NCCc2ccccn2)c1,i,i,-4.0,i,i,i,i,1.4,21.9,i,i
Cc1ccccc1N/N=C1\CCCNC1=O,i,i,1.9,i,i,i,i,5.0,3.4,i,i
COc1cc(-c2nnc(COc3ccc4cc(Br)ccc4c3)o2)cc(OC)c1OC,i,i,-4.6,i,i,i,i,0.7,5.8,i,i
CC(=O)N1CCN(c2ccc([N+](=O)[O-])c(NCC3CCCO3)c2)CC1 (stereo not given),i,i,-3.6,i,i,i,i,11.9,0.2,i,i
O=C(/C=C/c1cccs1)N1CCC2(CC1)Oc1ccc(Cl)cc1C(=O)C21CC(c2ccccc2)=NO1 (stereo not given),i,i,-6.1,i,i,i,i,-0.1,38.3,i,i
CCOc1ccc(C(=O)CN2CCN(S(=O)(=O)c3ccc(Cl)cc3)CC2)cc1,i,i,-9.1,i,i,i,i,-0.6,-1.2,i,i
O=C(O)CCCCCn1c(O)c(C=C2N=c3ccccc3=N2)sc1=S,i,i,-7.1,i,i,i,i,7.3,1.8,i,i
COc1ccc(Br)cc1CNC(=O)C1CCCN(S(=O)(=O)N2CC(C)CC(C)C2)C1 (stereo not given),i,-8.48*,-8.3,i,i,i,i,8.0,2.6,i,i
CCOc1cccc2cc(C(=O)NCc3ccc(Cl)cc3)c(=N)oc12,i,i,-3.9,i,i,i,i,3.0,6.6,i,i
O=C(NC(=S)NC1CCCCC1)c1ccccc1,i,i,-6.0,i,i,i,i,1.8,2.1,i,i
Nc1ccnn1Cc1cccnc1,i,i,-4.1,i,i,i,i,12.2,3.3,i,i
Cc1ccc2c(c1)c1c3n2CCN(CC(N)=O)C3CCC1 (stereo not given),i,i,-4.1,i,i,i,i,-5.7,-4.5,i,i
COc1ccc(C(C)(C)C)cc1NC(=S)NCCN1CCOCC1,i,i,-9.3,i,i,i,i,0.7,-4.2,i,i
Cc1c(NC(=O)c2ccc(S(=O)(=O)N(C)c3ccccc3)cc2)c(=O)n(-c2ccccc2)n1C,i,i,-5.2,i,i,i,i,0.5,-3.2,i,i
CC(=O)N1CCN(Cc2nc3cc(NC(=O)COc4ccccc4)ccc3n2C)CC1,i,i,-4.2,i,i,i,i,0.8,3.0,i,i
O=C(CCNC(=O)c1ccccc1Cl)Nc1cccc(C(F)(F)F)c1,i,i,-5.8,i,i,i,i,-1.8,-9.9,i,i
CCCc1cc(=O)n2[nH]c(-c3ccc(Cl)cc3)cc2n1,i,i,-8.9,i,i,i,i,4.5,-4.4,i,i
Cc1cc(C)cc(N(CC(=O)NC2CCCC2)C(=O)CCC(=O)Nc2nccs2)c1,i,i,-0.6,i,i,i,i,-4.4,0.8,i,i
Cn1ncc2c(N3CCCCC3)nc(NCCCO)nc21,i,i,-6.2,i,i,i,i,0.1,-2.9,i,i
CCN(CC)C(=O)CNC(=O)Cc1ccc(Cl)cc1,i,i,-10.5,i,i,i,i,/,-0.8,i,i
Nc1nnc(-c2ccc(Cl)cc2Cl)s1,i,i,-9.7,i,i,i,i,0.0,-0.4,i,i
CCc1cccc(C)c1NC(=O)C1CN(S(=O)(=O)c2ccccc2)CCN1S(=O)(=O)c1ccccc1 (stereo not given),i,i,-6.5,i,i,i,i,2.4,4.5,i,i
CCCCN(C(=O)C1CCC1)c1c(N)n(CCC)c(=O)[nH]c1=O,i,i,-4.6,i,i,i,i,-6.6,-20.6,i,i
COC(=O)c1ccc(C23CC4(C2)[C@H](CN(Cc2ccc(-c5ccccc5)cc2)[C@@H]4c2ccccc2)C3c2ccccc2)cc1 (stereo not given in full),i,i,-11.4,i,i,i,i,-2.6,9.0,i,i
# New compounds follow:
SMILES,TMEM16A inh,KCNK9 inh,hERG protect,KCNK3 inh,RGS4 pot,KCNQ1 pot,KCNQ1 inh,HDAC3 inhib,SKKanGAS inh,RGS4 inh,ANO1 activ
CNC(=O)COc1coc(CN2CCN(C(=O)c3ccco3)CC2)cc1=O,i,i,-13.9,i,i,i,i,/,1.1,i,i
CC(C)N(Cc1ccccc1)C(=O)CN1C(=O)NC(Cc2ccccc2)(c2ccccc2)C1=O (stereo not given),i,i,-13.0,i,i,i,i,4.6,5.0,i,i
COc1ccc2oc(C(=O)N3CCN(c4ncccn4)CC3)c(C)c2c1,i,i,-12.2,i,i,i,i,4.0,0.7,i,i
COc1ccc(S(=O)(=O)N(CCCN2CCOCC2)Cc2cccc(OC)c2OC)cc1,i,i,-3.3,i,i,i,i,-3.2,-0.2,i,i
Nc1ccccc1Sc1ccccc1[N+](=O)[O-],i,i,-5.5,i,i,i,i,4.4,4.6,i,i
CN1C(=O)C(O)(C2COC(C)(C)CC2=O)c2cc(Br)ccc21 (stereo not given),i,i,-2.9,i,i,i,i,5.7,-1.9,i,i
Fc1ccc2nc(Nc3nc4cc5c(cc4s3)OCO5)sc2c1,i,i,-2.9,i,i,i,i,-3.2,60.0*,i,i
O=C(/C=C/c1c(Cl)cccc1Cl)N1CCN(c2ncccn2)CC1,i,i,-10.1,i,i,i,i,-3.4,-5.0,i,i
c1ccc(C2CSc3ccccc3N2)cc1 (stereo not given),i,i,-7.0,i,i,i,i,-3.8,0.4,i,i
Cc1cc(C)nc(NC2=NCC(=O)N2c2ccc(F)c(Cl)c2)n1,i,i,-2.7,i,i,i,i,4.1,-10.8,i,i
CC(=O)NCCC(=O)N1CCc2c([nH]c3ccccc23)C1c1cccc(Cl)c1 (stereo not given),i,i,-7.6,i,i,i,i,4.1,0.4,i,i
CC(C)C(C)NC(=O)COc1ccc(-c2ccccc2)cc1 (stereo not given),i,-9.86*,-10.3,i,i,i,i,3.2,9.4,i,i
CCCOc1ccc(C(=O)NCC(c2ccco2)N(C)C)cc1 (stereo not given),i,i,-10.7,i,i,i,i,7.7,-10.2,i,i
O=C(NC(C(=O)c1ccccc1)N1CCCCC1)c1ccccc1 (stereo not given),i,i,-8.9,i,i,i,i,-2.4,0.7,i,i
Clc1ccccc1-c1nc2ccccc2c2nc3ccccc3n12,i,i,-4.0,i,i,i,i,2.9,-9.9,i,i

# Bioassay records from PubChem.
